# DRD3 antagonist – qHTS of D3 Dopamine Receptor Antagonist: qHTS; 360,000 tested, 2.5% active; D3R cells, DiscoveRx beta-arrestin luminescence, antagonist mode; hits give low values; D(3) dopamine receptor (Homo sapiens), P35462; AID 652054, 2013; max response, negative = inhibition, %; in the data active = max response below about -50%; inconclusive = no clear call, values can overlap the other calls; also: % is scaled to controls: 0 for no effect and ±100 for the full control effect; mostly tested at two doses, the higher about 12 µM
# Target sequence (P35462 whole entry, looked up): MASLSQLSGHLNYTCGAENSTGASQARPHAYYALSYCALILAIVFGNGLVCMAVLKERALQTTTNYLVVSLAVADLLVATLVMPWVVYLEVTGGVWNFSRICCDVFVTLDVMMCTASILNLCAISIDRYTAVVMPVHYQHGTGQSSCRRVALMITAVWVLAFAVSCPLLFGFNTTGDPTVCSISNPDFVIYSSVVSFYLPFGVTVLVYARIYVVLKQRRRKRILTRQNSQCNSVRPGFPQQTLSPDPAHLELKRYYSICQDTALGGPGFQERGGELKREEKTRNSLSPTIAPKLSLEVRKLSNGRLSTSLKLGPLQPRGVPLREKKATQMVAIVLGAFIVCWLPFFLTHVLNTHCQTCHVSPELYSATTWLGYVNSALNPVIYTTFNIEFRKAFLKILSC
#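 Cells plated overnight at 1500 cells/well, then exposed to library compounds with dopamine controls for 90 minutes at 37 degrees C. DiscoveRx reagent added for 30–60 minutes at room temperature; luminescence read, quantitative HTS format.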
# SW480 rereplic – A quantitative high throughput screen for small molecules that induce DNA re-replication in SW480 colon adenocarcinoma cells; SW480 DNA re-replication, Hoechst DNA content imaging, 48 h; Potency, µM (highest dose often 46.1 µM), inactives show top-dose re-replication activation, usual class: activators; 340,000 tested, 1.8% active; AID 624297, 2012; also: potency is read from the fitted curve at half-maximal effect; % of control where 0% means no effect; nearly all actives have a fitted effect of over 55% in size
#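 First, 250 cells per well were seeded. Next, compound or vehicle (23 nL) was pinned in, plates sat 48 hr at 37 C. Finally Hoechst was added for 40 min before fluorescence scanning.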
# D3 ag – qHTS of D3 Dopamine Receptor Agonist: qHTS; max activation, %; 410,000 tested, 0.58% active; D3R DiscoveRx beta-arrestin cells, luminescence, 90 min; D(3) dopamine receptor (Homo sapiens), P35462; AID 652048, 2013; in the data active = max activation above about 30%; also: 0% is about no effect; mostly tested at two doses, the higher about 12 µM
#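 Agonist-mode cell screen: cells plated at 1500/well and incubated overnight at 37 °C, then exposed to library compounds for 90 min at 37 °C. Detection reagent was added for 30–60 min at room temperature, and luminescence was read.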
# KB-V1 cytotox – qHTS assay for MDR1-selective chemotherapeutics: Primary screen using the drug-selected MDR subline cells KB-V1 | KB-V1 MDR cells viability, CellTiter-Glo, 72 h | Potency, µM (titrated, usually from 46.1 µM), without a hit: at the top dose activity change, negative = cytotoxicity, hits mostly cytotoxic | 400,000 tested, 3.4% active | AID 1347076, 2019; also: potency is read from the fitted curve at half-maximal effect; % is scaled to controls: 0 for no effect and ±100 for the full control effect; nearly all actives have a fitted effect of over 60% in size
#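 Cytotoxicity via CellTiter-Glo luminescence after 72 h compound exposure at 37 degrees C. Cells: drug-selected KB-V1 line, DMEM phenol-red free plus 10% FBS. Compounds tested at multiple concentrations; normalized data fitted to concentration-effect curves.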
# HT1080 IDH1KD tx – qHTS for induction of synthetic lethality in tumor cells producing 2HG: qHTS for the HT-1080-IDH1KD cell line. HT-1080 IDH1 knockdown viability, ATP luminescence, 48 h. Potency, µM (titrated, usually from 46.1 µM), for the others: at the highest dose activity, negative = toxicity, usual class: cytotoxic. 360,000 tested, 2% active. AID 686971, 2013;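 also: potency is read from the fitted curve at half-maximal effect; 0% = DMSO wells and -100% = cell-free medium wells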
#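 After a 2 h attachment period, IDH1KD HT-1080 cells took pin-transferred compound for 48 h at 37 °C; ATP-based luminescence after 10 min room-temperature reagent incubation reported viability.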
# GLP-1R agonist – qHTS of GLP-1 Receptor Agonists | HEK293 GLP-1R CRE-luciferase, luminescence, 4-6 h; cells express a hypersensitive GLP-1R form | Potency, µM (series often up to 45.6 µM), for the others: at the highest dose activation, hits mostly activators | 380,000 tested, 0.007% active | AID 624172, 2012; also: potency is read from the fitted curve at half-maximal effect; % of control where 0% means no effect
# Target sequence (P43220 whole entry, looked up): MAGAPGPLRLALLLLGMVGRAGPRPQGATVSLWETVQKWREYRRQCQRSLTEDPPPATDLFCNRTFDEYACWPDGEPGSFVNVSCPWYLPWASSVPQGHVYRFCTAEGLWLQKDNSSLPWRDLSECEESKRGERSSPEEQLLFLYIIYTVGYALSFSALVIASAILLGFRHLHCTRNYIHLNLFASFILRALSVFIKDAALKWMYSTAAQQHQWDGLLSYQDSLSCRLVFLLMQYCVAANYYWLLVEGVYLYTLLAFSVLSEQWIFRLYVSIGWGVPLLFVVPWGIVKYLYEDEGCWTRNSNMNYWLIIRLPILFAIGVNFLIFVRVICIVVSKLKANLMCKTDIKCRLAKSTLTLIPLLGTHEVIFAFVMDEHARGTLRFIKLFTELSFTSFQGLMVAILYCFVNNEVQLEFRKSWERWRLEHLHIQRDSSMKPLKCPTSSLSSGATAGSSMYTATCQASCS
# KB-3-1 cytotox – qHTS assay for MDR1-selective chemotherapeutics: Primary screen using the parental adenocarcinoma cell KB-3-1; KB-3-1 viability, CellTiter-Glo ATP luminescence, 72 h; Potency, µM (doses to about 46.1 µM), without a hit: top-dose activity change, negative = cytotoxic, most hits filed as cytotoxic; 400,000 tested, 1.4% active; AID 1347075, 2019; also: potency is read from the fitted curve at half-maximal effect; % is scaled to controls: 0 for no effect and ±100 for the full control effect; nearly all actives have a fitted effect of over 60% in size
#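 KB-3-1 parental drug-naive adenocarcinoma cells in DMEM/10% FBS, incubated 72 h at 37 C with pin-transferred compounds across a concentration series. Viability by CellTiter-Glo luminescence; concentration-response curves fitted after normalization.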
# IL-1B inflam inh – qHTS for Inhibitors of Inflammasome Signaling: IL-1-beta AlphaLISA Primary Screen | THP-1 LPS/ATP IL-1B secretion, AlphaLISA, 16 h; hits give low values | activity change, % at 57.5 µM | 360,000 tested, 4.7% active | AID 743279, 2014; in the data active = activity change below about -50%; inconclusive = mostly about -30% to -49%; also: % is scaled to controls: 0 for no effect and ±100 for the full control effect
#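 Secreted IL-1B measured by AlphaLISA bead assay after 16 h compound exposure of THP-1 cells; compounds (final up to 57.5 uM) added 1 h before LPS (250 ng/mL) and ATP (1.25 mM) stimulation; lower signal means less secretion.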
# HT1080NT lethal – qHTS for induction of synthetic lethality in tumor cells producing 2HG: qHTS for the HT-1080-NT fibrosarcoma cell line; AID 686970, 2013; 360,000 tested, 1.6% active; Potency, µM (series often up to 46.1 µM), inactives show at the top dose activity, negative = less viability, usual class: cytotoxic; HT-1080-NT fibrosarcoma viability, CellTiter-Glo ATP luminescence, 48 h;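 also: NT is the 2HG producing partner of a matched IDH1 knockdown line; potency is read from the fitted curve at half-maximal effect; 0% = DMSO-treated cells and -100% = media-only wells without cells; nearly all actives have a fitted effect of over 55% in size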
#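 750 cells/well, RPMI + 5% FBS; 2 h settle, compound pin-transfer, 48 h at 37 degrees C. CellTiter-Glo 10 min RT, luminescence. Normalized to DMSO and media-only wells.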
# * hit, by the source's call; i = inactive; ? = inconclusive; · = no result given; & = joins results of further samples; [ ] = another dose, or the depositor's remark. Unless noted, calls follow the shape of the dose curve; as a rule, active = well fitted curve in the direction sought with a large enough effect; inconclusive = small, poorly fitted or top-dose-only effect, or another doubt; inactive = no such curve, though single readings can be large; an effect the other way counts as inactive or inconclusive. This is a random part of the collection, and some 12% of all compounds hit somewhere here.
SMILES,DRD3 antagonist,SW480 rereplic,D3 ag,KB-V1 cytotox,HT1080 IDH1KD tx,GLP-1R agonist,KB-3-1 cytotox,IL-1B inflam inh,HT1080NT lethal
CC(C)OCC(O)CSc1ccccn1 (centres undefined),12,-2%,-3,21%,-6%,-13%,3%,0,-4%[9.24 µM]
Cc1ccc(NC(=O)CN(C)S(=O)(=O)c2ccc3c(c2)n(C)c(=O)c(=O)n3C)c(C)c1,15,-4%,6&1,5%&-2%,18%,6%,0%&-10%,11,0%
O=C(CSc1nncs1)NCCCc1ccccc1,-9,-1%,-5,?,-7%,9%,-2%,-3,-12%
CCOc1ccccc1CN1CCN(CCCc2ccccc2)CC1CCO (centres undefined),-73*,-2%,-21,-6%,-5%,-1%,-9%,-28,-19%
Cc1ccc(S(=O)(=O)N2CCC(NC(=O)c3cccc(C)c3)CC2)cc1,-23,-1%,-1,-2%,7%,0%,0%,?,15%
CN1CCN(c2ccccc2NC(=O)c2ccc(N3CCCC3)c([N+](=O)[O-])c2)CC1,-15,11%,4,9%,?,4%,-3%,-78*,13µM*
CC(NC=C1C(=O)OC(C)(C)OC1=O)C(=O)O (centres undefined),3,-119%[inhibitor],1,?,11%,-3%,-2%,-2,5%
CC(=O)N1CCN(C(=O)CCCNC(=O)c2ccc(Cl)cc2)CC1,8,3%,3,?,15%,-3%,11%,6,0%
CC(C)COC(=O)N1CCCCC1c1cc(C(=O)N2CCOCC2)no1 (centres undefined),10,·,6,-2%,1%,-5%,0%,55,19%
Cc1ccc(OCCOCCN2CCN(C)CC2)c(C(C)(C)C)c1,-18,6%,-17,21%,-17%,-1%,-1%,5,-27%
O=C(O)c1nn(CCOc2ccc(Cl)cc2Cl)c(=O)c2ccccc12,-2,3%,3,-25%,-22%,?,8%,24,-8%
CCOC(=O)C1=C(C)N=C2SC(C(=O)OC)=CC(=O)N2C1c1cccc(OC)c1 (centres undefined),-17,-3%,-5,-11%,-2%,-3%,-3%,0,-4%
Cc1ccc(NC(=O)CSc2ccc(-c3ccco3)nn2)cc1,3,-6%,-7,?,-16%,11%,-1%,63,-9%
COCCNC(=O)CN1C(=O)CSc2ncccc21,34,-11%,1,22%,11%,-3%,7%,32,-13%
O=C(COc1cccc(C(F)(F)F)c1)NCC(c1cccs1)N1CCOCC1 (centres undefined),1,-24%,-10,-10%,0%,-1%,0%,5,-7%
COC(=O)CCC(=O)OC1(C)C(=O)C=C2C=C(C3CC3)N(CCc3c[nH]c4ccccc34)C=C2C1=O (centres undefined),8,-28%,3,17%,4%,9%,0%,13,6%
NC(=S)NN=C1C2CC3CC(C2)CC1C3,-13,?,-5,?,1%,7%,5%,0,0%
COc1ccc(/C=C2\SC(=O)N(CCNC(=O)C3CC(=O)N(c4ccccc4)C3)C2=O)cc1 (centres undefined),9,6%,-9,-3%,-19%,1%,-7%,?,2%
O=C(O)CC1Cc2ccccc2C1C(=O)O (centres undefined),28,-1%,-8,31%,15%,0%,10%,3,19%
COc1ccc(CCNC(=S)Nc2ccc(OC)cc2)cc1,4,-2%,2,4%,10%,6%,2%,2,5%
O=C(/C=C/c1ccccc1Cl)NNC(=O)c1cccs1,-4,-8%,-3,-5%,-3%,-3%,-12%,-17,2%
O=C(c1ccccc1)c1ccccc1N/C=C/c1nnnn1-c1ccccc1,2,-4%,-5,0%,-6%,-3%,-8%,?,-7%
CCc1ccc2oc(C(=O)Nc3nonc3CC)c(C)c2c1,3,-14%,-4&0,2%,-23%,23%,0%,-2,-14%
O=C(NNS(=O)(=O)c1ccccc1[N+](=O)[O-])c1ccc(O)cc1,?,-3%,-6,-1%,6%,-15%,-2%,35,19%
CC(=O)c1c(C)nn(C(=O)N2CCOCC2)c1C,27,-3%,-7,?,7%,22%,1%,15,5%
O=C1NC(Cc2ccccc2)c2nc3ccc(Br)cc3c(=O)n2-c2cc3ccccc3cc21 (centres undefined),-1,·,-5,-22%,-9%,-6%,-32%,-12,-15%
COc1ccc(NC(=O)CCCCC#Cc2ccccc2)cc1,2,-9%,-5,12%,3%,7%,-2%,17,0%
Cc1cccc(N(C)S(=O)(=O)c2ccc(-c3cnc(C4CC4)o3)cc2)c1,-23,0.15µM*,-3,?,?,-1%,?,112,0.052µM*
CCOc1ccc(NS(=O)(=O)c2ccc(C(=O)NCCCN3CCOCC3)cc2)cc1,-12,-39%[inhibitor],-3,-10%,-8%,11%,-1%,i,-9%
Cc1cc(NC(=O)CCC(=O)N(CCC(C)C)C(C(=O)NC2CCCC2)c2ccccc2C)no1 (centres undefined),6,11%,4,-6%,5%,1%,4%,-3,5%
COc1cc(C(=O)N/N=C/c2coc3ccccc3c2=O)cc(OC)c1OC,-9,-7%,-4,-3%,2%,-2%,4%,90,0%
O=C(NCCCN1CCN(CCCNC(=O)c2ccccc2F)CC1)c1ccccc1F,-51*,7.3µM*,-2,-9%,2%,2%,-1%,-14,0%
C[C@H](CO)N1C[C@H](C)[C@H](CN(C)C(=O)Nc2cccc3ccccc23)OCc2cnnn2CCCC1=O,20,·,-3,-3%,4%,24%,0%,14,6%
COC(=O)c1cc(NC(=O)C2CCCN(S(=O)(=O)c3c(C)n[nH]c3C)C2)cc(C(=O)OC)c1 (centres undefined),·,·,-11,?,·,0%,-6%,·,·
O=C(CCCn1c(=O)[nH]c2ccccc2c1=O)NCCSCc1ccccc1,11,-3%,9,-2%,0%,3%,4%,21,-23%
O=C(NC1CCCCCC1)c1ccc(OCC2CCCO2)cc1 (centres undefined),1,1%,-3,-26%,3%,1%,?,5,-3%
COc1ccc(Nc2oc(-c3ccc(F)cc3)nc2C#N)cc1,-14,?,-3,-19%,-20%,25%,-15%,·,-20%
CCn1c(SCC(=O)C(C)(C)C)nnc1-c1cnccn1,-17,-8%,-16,14%,11%,7%,2%,2,-3%
CCOC(=O)C1CCN(S(=O)(=O)c2c(C(=O)N3CCCCC3)c(C)n(C)c2C)CC1,-7,3%,-4,2%,25%,5%,6%,1,11%
O=C(Nc1cc2c3c(c1)CC(=O)N3CCC2)c1ccccc1Br,-2,-8%,-2,-24%,2%,1%,9%,1,-1%
Cc1nc2ncnn2c(N2CCCC(C(=O)Nc3ccc4c(c3)CCC4)C2)c1C (centres undefined),10,-6%,8,?,-22%,-9%,?,-5,?
O=C(OCC(=O)N1CCCC1=O)c1ccc(F)c(S(=O)(=O)N2CCOCC2)c1,-30,-11%,-2,0%,18%,-15%,-4%,i,0%
CC1(CNC(=O)C(=O)NCC2(C)CO2)CO1 (centres undefined),17,?,6,4%,-18%,9%,-20%,-1,2%
Cc1[nH]c2ccccc2c1-c1nc(N)sc1C,6,-1%,-3,-8%,19%,-5%,-1%,15,10%
Clc1cccc(-c2cc3nc4c(c(N5CCOCC5)n3n2)CCCC4)c1,8,-4%,14,-8%,-30%,6%,0%,-22,-16%
O=c1c2c([N+](=O)[O-])cc([N+](=O)[O-])cc2sn1Cc1ccccc1,?,?,-5,?,?,11%,?,-105*,?
CN(c1ccccc1)S(=O)(=O)c1cc(C(=O)NCc2ccco2)ccc1Cl,24,·,8,?,12%,7%,10%,?,-2%
CC/C(=N\NC(=O)c1c(-c2ccccc2)noc1C)c1ccc(C)o1,8,2%,3,13µM*,16%,-6%,-6%,4,7%
FC(F)(F)COc1nc(OCC(F)(F)F)nc(N2CCN(c3ccccc3)CC2)n1,27,-5%,5,-13%,-11%,-1%,6%,-54*,1%
Cc1ccc(N(CC(=O)NCCc2ccccc2)C(=O)c2csnn2)cc1,8,-5%,0,-14%,4%,11%,-2%,9,-2%
O=C(O)C1CCCN1S(=O)(=O)c1ccc(Cl)c(Cl)c1 (centres undefined),-12,-4%,1,6%,10%,0%,-6%,7,4%
Cc1ccc(S(=O)(=O)N2CCOCC2)cc1C(=O)NC1CCCC1,-12,-8%,19,7%,7%,10%,7%,-3,2%
COc1ccc(N2CCN(C(=O)Cn3cnc4c(cnn4-c4ccc(C)cc4)c3=O)CC2)cc1,1,-7%,1,3%,19%,-8%,12%,19,15%
COC(=O)c1scc2c(=O)cc(C(F)(F)F)[nH]c12,·,-42%[inhibitor][9.22 µM],·,-18%,·,-4%,-11%,·,·
Cc1cc(=O)oc2cc(OCC(=O)OCC(=O)Nc3ccccc3F)ccc12,8,23%,11,-17%,-2%,7%,19%,-9,12%
NC(=O)CSc1nccn1Cc1ccc2c(c1)OCO2,28,8%[1.84 µM],-1,14%,-2%,-3%,-4%,-12,-13%
COc1cc(NC(=O)C2CCCN2C(=O)C2CCC(C)CC2)cc(OC)c1OC (centres undefined),-14,0%,-9,-3%,12%,3%,-3%,33,13%
